Screening results from PubChem BioAssay.
LDHA inh – LDHA (human) enzyme inhibition. purified LDHA, NADH/diaphorase-resazurin fluorescence; active compounds read low. activity change, % (values are at about 110 or 230 µM). 480,000 tested, 0.15% active. AID 1347041; in the data active means activity change below about -30%; inconclusive means mostly about -25% to -30%;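 further: plate controls were DMSO wells for no effect and wells without enzyme for full effect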
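Enzyme activity of human lactate dehydrogenase 5 (2 nM; 0.06 mM NADH, 0.2 mM pyruvate, 5 min, RT) is measured via a resazurin/diaphorase fluorescence readout of residual NADH.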
ALOX12 inh – ALOX12 (human) lipoxygenase inhibition; P18054; purified 12hLO, xylenol orange hydroperoxide absorbance; Potency, µM (top dose mostly 108 µM), inactives show at the top dose activity change, negative = inhibition, hits mostly inhibitors; 580,000 tested, 1.1% active; AID 1671190; further: potency means the concentration at half of the fitted maximal effect; on the % scale 0 is the no-effect control and ±100 the full control effect
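Purified human 12hLO (150 nM final) in 25 mM Hepes, 0.01% Triton X-100, pH 7.0 was preincubated 15 min at room temperature with compound. Then 40 uM arachidonic acid was added, 30 min. Hydroperoxide was read by Fe-XO absorbance ratio 573/405 nm.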
ERG-DNA inh – ERG Ets/DNA interaction inhibition; P11308; fluorescence polarization, His-ERG Ets domain / labelled DNA; Potency, µM (series often up to 76.9 µM), without a hit: top-dose FP activity, negative = inhibition, hits mostly inhibitors; 370,000 tested, 0.028% active; AID 624246; active means well fitted inhibition curve with a large enough effect in the polarisation, with a control signal flat; inconclusive means small, poorly fitted or top-dose-only effect, or effect the other way, or a change in a side signal; inactive means no such curve, though single readings can be large or run the other way; the % refers to the polarisation;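 further: polarization taken with two DNA probes labelled with fluorescein and Texas red; potency means the concentration at half of the fitted maximal effect; % of control where 0% means no effect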
Target sequence (P11308 whole entry, looked up, the tested form may be a part): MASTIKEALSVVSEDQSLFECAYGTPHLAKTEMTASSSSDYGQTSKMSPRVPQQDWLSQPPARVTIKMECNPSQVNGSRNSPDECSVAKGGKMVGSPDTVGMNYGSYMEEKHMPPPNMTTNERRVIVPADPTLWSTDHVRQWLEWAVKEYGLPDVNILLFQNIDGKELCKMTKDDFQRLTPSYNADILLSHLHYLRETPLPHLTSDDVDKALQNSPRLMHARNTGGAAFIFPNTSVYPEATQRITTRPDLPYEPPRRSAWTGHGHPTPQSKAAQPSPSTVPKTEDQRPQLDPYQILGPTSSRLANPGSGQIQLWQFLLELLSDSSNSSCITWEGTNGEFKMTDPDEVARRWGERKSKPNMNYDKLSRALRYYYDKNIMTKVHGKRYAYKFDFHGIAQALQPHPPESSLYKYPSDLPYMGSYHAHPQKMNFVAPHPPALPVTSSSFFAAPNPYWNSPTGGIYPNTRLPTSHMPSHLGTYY
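His-tagged ERG Ets domain (1 uM in the protein solution; 300mM KCl, 50mM Tris-HCl, 1mM EDTA, 1mM DTT, pH 7.5) received compound, then a probe mix of 5 nM fluorescein-DNA and 100nM Texas-615-DNA. Fluorescence polarization was read for both dyes.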
Vif-APOBEC3F blk – Vif-A3F binding inhibition; HeLa A3F-eYFP + Vif (tagged APOBEC3F with the HIV-1 protein that degrades it), YFP fluorescence increase; Potency, µM (highest dose often 46.1 µM), for the others: at the top dose activity, negative = active; 390,000 tested, 0.2% active; AID 602313; further: potency means the concentration at half of the fitted maximal effect; % of control where 0% means no effect; nearly all actives have a fitted effect of over 65% in size
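HeLa cells stably expressing Vif plus C-terminally eYFP-tagged A3F were seeded, incubated overnight at 37 deg C, dosed with compound, incubated overnight again at 37 deg C. Yellow fluorescence (Ex 488/Em 500-530) reported blocked Vif-mediated A3F-eYFP degradation.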
RGS4 inhibitor – inhibitors of human regulator of G protein signaling 4; Transcreener GDP fluorescence polarization, RGS4-accelerated GTP hydrolysis; Potency, µM (doses to about 114 µM), for the others: at the top dose activity change, negative = inhibition, usual class: inhibitors; AID 504845; P49798; 390,000 tested, 0.039% active; further: potency means the concentration at half of the fitted maximal effect; on the % scale 0 is the no-effect control and ±100 the full control effect; nearly all actives have a fitted effect of over 75% in size; some results filed as inactive show a strong effect at the top dose
Target sequence (P49798 whole entry, looked up): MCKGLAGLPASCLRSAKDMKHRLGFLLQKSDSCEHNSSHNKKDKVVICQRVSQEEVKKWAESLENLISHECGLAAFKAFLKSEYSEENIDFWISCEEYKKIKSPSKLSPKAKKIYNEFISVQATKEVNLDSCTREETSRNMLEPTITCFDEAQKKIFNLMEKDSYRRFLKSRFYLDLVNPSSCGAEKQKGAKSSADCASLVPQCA
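MLSMR compounds (23 nl, pin-transferred) preincubated 10 min at room temperature with a 500nM (2x) first reagent, then RGS4 at 900nM (2x) plus Transcreener GDP mix added; fluorescence polarization (620/688 nm) read before and after 90 min at 30 °C.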
D2 antag – antagonizes the human D2 dopamine receptor; P14416; HEK293 TREx D2 cells, calcium flux, dopamine EC80; inhibition, % at 10 µM; 340,000 tested, 2% active; in the data active means inhibition above about 30%; further: 0% is about no effect
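Dopamine at EC80 is the agonist stimulus; test compounds precede it by 180 s. Calcium flux read kinetically in a force-coupled, inducible HEK293 T-REx D2 cell line.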
D2 agonist – activates the human D2 dopamine receptor; P14416; HEK293 T-REx D2 cells, calcium flux agonist mode; activation, % at 2 µM; 340,000 tested, 0.53% active;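 active means activation over 3 SD above normal in the single-dose calcium agonist read, cut at about 30% in these data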; further: 0% is about no effect
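In this primary screen, compounds producing a positive calcium signal within 180 s of addition to tetracycline-induced, force-coupled HEK293 Trex D2 cells are flagged; cells are dye-loaded with a no-wash calcium kit beforehand.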
Vif-A3G inh – blocks the Vif interaction with human APOBEC3G; Potency, µM (doses to about 46.1 µM), for inactives: at the highest dose activity, negative = active, actives largely listed as inhibitors; Q9HC16; 410,000 tested, 0.076% active; HeLa A3G-eYFP + Vif (tagged APOBEC3G with the HIV-1 protein that degrades it), YFP fluorescence, overnight;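 further: potency means the concentration at half of the fitted maximal effect; on the % scale 0 is the no-effect control and ±100 the full control effect; nearly all actives have a fitted effect of over 60% in size; hits raise eYFP signal because A3G escapes Vif-driven loss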
Target sequence (Q9HC16 whole entry, looked up): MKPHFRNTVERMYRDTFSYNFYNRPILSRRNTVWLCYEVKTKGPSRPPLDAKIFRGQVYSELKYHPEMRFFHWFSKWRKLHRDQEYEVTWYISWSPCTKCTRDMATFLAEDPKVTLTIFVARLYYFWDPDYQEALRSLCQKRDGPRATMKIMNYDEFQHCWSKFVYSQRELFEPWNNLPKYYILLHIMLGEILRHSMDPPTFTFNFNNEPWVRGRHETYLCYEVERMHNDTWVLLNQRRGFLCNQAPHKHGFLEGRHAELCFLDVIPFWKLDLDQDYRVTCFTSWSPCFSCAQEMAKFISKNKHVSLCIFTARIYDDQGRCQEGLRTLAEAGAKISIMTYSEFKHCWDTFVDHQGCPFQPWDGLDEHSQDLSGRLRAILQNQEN
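HeLa cells stably expressing Vif and C-terminally eYFP-tagged A3G, seeded overnight at 37 deg C, then exposed to compound by pintool overnight at 37 deg C. Rise in yellow fluorescence (Ex 488/Em 500-530, Acumen) marks blocked Vif-driven A3G degradation.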
GRP78 ERSR act – inducers of ER stress response in human glioma cells | U87-MG GRP78 promoter luciferase reporter, 16 h | Potency, µM, for inactives: at the highest dose activation, most hits filed as activators | 420,000 tested, 0.02% active; further: potency means the concentration at half of the fitted maximal effect; series mostly up to about 76 µM; % of control where 0% means no effect; nearly all actives have a fitted effect of over 35% in size
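Stably transfected U87-MG human glioma cells carrying a GRP78-based luminescent sensor were seeded at 1000 cells/well, pin-dosed with compounds and incubated 16 h. Luciferase reagent was then added, and end-point luminescence was read after 10 min at room temperature.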
Numbers without * were called inactive; i = inactive; ? = inconclusive; . = no result given; & = joins results of further samples; [ ] = remark or other dose. Unless noted, the call rests on the fitted dose curve; in most records, active means well fitted curve in the direction sought with a large enough effect; inconclusive means small, poorly fitted or top-dose-only effect, or another doubt; inactive means no such curve, though single readings can be large; an effect the other way counts as inactive or inconclusive.

SMILES	LDHA inh	ALOX12 inh	ERG-DNA inh	Vif-APOBEC3F blk	RGS4 inhibitor	D2 antag	D2 agonist	Vif-A3G inh	GRP78 ERSR act
CCN(C(=O)C1CCN(S(=O)(=O)c2ccc3c(c2)CCCN3C(C)=O)CC1)c1cccc(C)c1	-3	3%	-3%	1%	20%	.	0.7	0%	0%
COc1ccccc1NC(=O)CN1C(=O)CC(C)S(=O)(=O)c2ccccc21 (stereo not given)	4	i	-5%	-22%	-8%	-3	1.1	1%	-7%
COc1ccccc1NC(=O)N1CCN(c2ccc3nncn3n2)CC1	-3	5%	-17%	-1%	13%	-13	-0.1	1%	4%
CC1Cc2ccccc2N1C(=O)C1CCCN(S(=O)(=O)c2cccc3nsnc23)C1 (stereo not given)	2	0%	1%	-9%	8%[11.4 µM]	.	.	-11%	-3%
O=C(c1ccc(NC2=NC3CS(=O)(=O)CC3S2)cc1)N1CCN(Cc2ccccc2)CC1 (stereo not given)	-10	0%	4%	-10%	26%	7	17	1%	-2%
CC(C)N(CCc1ccncc1)C(=O)Nc1ccc(F)cc1	-1	1%	1%	5%	-17%	13	-1.4	-3%	-4%
CCN(CC)C(=O)Cn1cc(SCC(=O)NCc2ccco2)c2ccccc21	-9	-5%	11%	2%	0%	-2	-0.7	0%	5%
CN(C)N1C(N)=C(C#N)C(c2ccsc2)C2=C1CC(C)(C)CC2=O (stereo not given)	-6	-5%	-6%	-6%	30%	-17	-0.2	0%	-3%
O=c1oc(C2(O)CCCCC2)cc2ccccc12	-4	13%	5%	-5%	12%	.	.	1%	-1%
CCOc1ccc(S(=O)(=O)N(CC)CC)cc1NS(=O)(=O)c1ccc(F)c(F)c1F	-4	-10%	-3%	-4%	?	-2	-1.3	-5%	1%
Fc1ccc(NC(=S)Nc2cc(Cl)ccc2Cl)cc1	-5	2%	-2%	5%	-18%	-8	-0.9	1%	-3%
O=C(Nc1nc2ccccc2[nH]1)c1cccc(Br)c1	-2	15%	0%	12%	0%	1	-0.4	10%	-1%
COc1ccccc1Nc1cc2cc(Br)ccc2c(=O)[nH]1	12	8.9µM*	32%[activator]	?	-1%	.	.	?	7%
Clc1ccc(-c2cccc3nccn23)c(Cl)c1	-7	?	.	.	.	.	.	-5%	1%
Cc1cc(=O)n2[nH]cc(-c3ccccc3)c2n1	3	?	3%	5%	-27%	9	0.8	1%	-3%
COc1ccc(-c2[nH]nc(-c3ccccc3)c2-c2nc3ccccc3[nH]2)cc1	-2	2%	7%	-12%	25%	-11	-1.0	0%	1%
COc1ccc(N(C(=O)Cc2cccs2)C(C(=O)NC2CCCCC2)c2cccn2C)cc1 (stereo not given)	-5	38%[activator]	-7%	1%	2%	11	0.5	-1%	-5%
CCN(CC(=O)N1CCCC1)S(=O)(=O)c1ccc2ccccc2c1	-4	0%	3%	-2%	3%	-3	0.7	3%	-3%
O=c1[nH]c(=S)[nH]c2c1CN(Cc1ccc(F)cc1)CC2	0	?	0%	0%	-16%	-11	0.3	-1%	-10%
CCCCCc1ccc(C(=O)CCC(=O)OCC(=O)N(CC)c2c(N)n(Cc3ccccc3)c(=O)[nH]c2=O)cc1	-2	-20%	14%	2%	-8%	.	.	-26%	-10%
Cc1nn2c(nc1=O)SCC(c1ccccc1)=N2	5	-17%	-5%	.	-29%	10	0.3	-3%	-4%
CCC(C(=O)Nc1ccc(C(=O)N2CCCC2)cc1)c1ccccc1 (stereo not given)	-6	-1%	-18%	-4%	4%	3	1.0	-2%	9%
O=C1c2cc(F)ccc2-n2c1nc1ccccc1c2=O	26	0%	3%	3%	8%	21	-1.0	-11%	-5%
CN(C)C(=S)N=c1ssc(=S)n1Cc1ccccc1	-8	?	.	12%	-41%	.	.	?	14%
CCN(CC)CCCNC(=O)c1sc2nc(-c3ccc(F)cc3)cn2c1C	-7	-34%	3%	-2%	12%	.	.	0%	1%
Other results follow.
SMILES	LDHA inh	ALOX12 inh	ERG-DNA inh	Vif-APOBEC3F blk	RGS4 inhibitor	D2 antag	D2 agonist	Vif-A3G inh	GRP78 ERSR act
COc1ccccc1CC(=O)Nc1c[nH]c(=O)[nH]c1=O	-6	-13%	3%	0%	-6%	3	1.2	-2%	-4%
COc1cc(N/N=C/c2ccc(N(C)C)cc2)ncn1	-1	14%	-3%	2%	24%	0	0.5	0%	-1%
COc1cc(OC)c(NC(=O)CCc2nc(C3=CCN(Cc4cccc(Cl)c4)CC3)no2)cc1Cl	3	-25%	1%	-9%	-11%	.	0.4	1%	2%
Cn1nnnc1-c1cc(Br)ccc1NC(=O)c1ccccc1	0	-4%	1%	3%	3%	.	.	0%	9%
O=C(COc1ccccc1)NC1CC(=O)N(c2ccc3c(c2)OCCO3)C1 (stereo not given)	-13	-16%	0%	-7%	12%	.	-0.2	3%	-3%
Cc1cc(N2CCCC2=O)ccc1S(=O)(=O)NCCOc1ccccc1	-2	-6%	8%	?	14%	-4	0.6	-2%	-3%
COc1ccc(OCC(=O)N/N=C(\C)CC(=O)Nc2cccc([N+](=O)[O-])c2)cc1	-1	3%	-1%	-4%	3%[56.9 µM]	7	-0.3	2%	-3%
COCCNC(=O)C1(C)CCCN(C(=O)c2cccc(Cl)c2)C1 (stereo not given)	-3	-30%	.	.	.	.	.	1%	-4%
COc1ccc(OC)c(CNC(=O)C2CCN(S(=O)(=O)N3CCCCC3)CC2)c1	0&-6	4%&-1%	-1%&2%	-6%&6%	8%&6%	.	-0.1	2%&-1%	-5%&-2%
CCOc1ccccc1OCCNC1CCCC1	-10	?	-2%	-6%	-2%	62*	0.7	3%	-5%
Cc1ccc(S(=O)(=O)NCC(=O)N(CC2CCCO2)C(C(=O)NC2CCCC2)C(C)C)cc1 (stereo not given)	-7	-17%	-10%	-28%	-37%	-22	0.1	0%	-6%
CCN(CC(=O)Nc1ccc(NC(C)=O)cc1)C(=O)CSc1nnc(-c2ccco2)n1CC	-1	-5%	2%	4%	-22%	-13	0.5	0%	-5%
COCCn1c(NCc2ccccc2)nc2c1c(=O)[nH]c(=O)n2C	0	41%[activator]	-2%	-7%	-3%	-13	-1.9	0%	-1%
CNC(=S)Nc1ccc(N2CCCC2)c(S(=O)(=O)Nc2ccc(OC)cc2)c1	17	-14%	-3%	-38%	-26%	.	.	-7%	-6%
CC(C)Oc1cccc(C(=O)NC(=S)Nc2ccccc2N2CCOCC2)c1	-4	?	1%	-19%	-19%	2	-2.0	0%	-7%
CCOC(=O)c1[nH]c2ccccc2c1NC(=O)CC	4	7%	-3%	1%	-6%	6	-0.4	0%	-1%
CN(C)S(=O)(=O)c1ccc(C(=O)Nc2nnc(-c3cccs3)o2)cc1	0	2%	-16%	?	?	-15	0.9	4%	4%
CCn1c(CNc2ccc(C)cc2)nnc1SCC(N)=O	0	-15%	-5%	1%	7%[11.4 µM]	-27	-0.1	-2%	4%
O=C(O)c1cccc(NS(=O)(=O)c2ccc3c(c2)C(=O)c2ccccc2C3=O)c1	11	-22%	4%	0%	-5%	-16	-0.7	0%	1%
O=C(O)CCn1cc(-c2ccc(F)cc2)nc1-c1ccncc1	-4	-8%	0%	0%	-18%	.	.	2%	-2%
COc1ccc(CC(=O)OCC(=O)NCc2ccc(C)cc2)cc1OC	-1	-1%	13%	0%	17%	.	.	1%	-3%
COc1cccc(C(=O)NC2CC(=O)N(c3ccc4c(c3)OCCO4)C2)c1OC (stereo not given)	-2	-22%	-2%	2%	3%	.	0.1	-4%	-2%
O=C(COC(=O)c1ccc(S(=O)(=O)Nc2ccccc2)cc1)NCCC1=CCCCC1	-6	-6%	-7%	3%	12%	-5	0.6	9%	-1%
CCc1nc(SCC(=O)NC2CCCC2)c2c(=O)n(C)c(=O)n(C)c2n1	-6	3%	1%	7%	21%	-6	0.5	0%	-4%
CNc1nnc(-c2ccncc2)s1	-17	-20%	-7%	-6%	-1%	-11	0.1	3%	2%
(continued)
SMILES	LDHA inh	ALOX12 inh	ERG-DNA inh	Vif-APOBEC3F blk	RGS4 inhibitor	D2 antag	D2 agonist	Vif-A3G inh	GRP78 ERSR act
O=C(NCC1(c2ccccc2)CCCC1)c1ccc(Br)o1	2	-22%	7%	3%	-21%	-5	-1.3	0%	-5%
COCCCNC(=O)CSC1=Nc2ccccc2C2=NC(CCC(=O)NCc3ccccc3OC)C(=O)N12 (stereo not given)	-4	?	3%	0%	12%	.	.	6%	-3%
CCCCc1ccc(-n2nc3cc(C)c(NC(=O)Cc4ccccc4)cc3n2)cc1	13	?	?	-5%	24%	.	-0.9	2%	2%
O=c1[nH]c(/C=C\c2cccc(F)c2)nc(O)c1[N+](=O)[O-]	-9	0%	-1%	11%	-18%	-15	1.4	-5%	-10%
C[N+]1(CC(=O)OCCCC2CCCCC2)CCCC1	-5	2%	5%	5%	-47%	-27	-0.4	1%	-2%
Nc1c(C(=O)CSc2nnc(COc3ccc(Cl)cc3)o2)c(=O)[nH]c(=O)n1C1CC1	0	8%	16%	2%	-9%	12	0.4	1%	-3%
COc1ccc(Br)cc1C1Sc2ccccc2NC2=C1C(=O)c1ccccc12 (stereo not given)	-3	-20%	0%	-8%	0%	.	0.4	-6%	-1%
CN1CCN(C(=O)C23CCC(C)(c4nc5ccccc5nc42)C3(C)C)CC1 (stereo not given)	0	-2%	0%	-10%	3%	-23	1.6	1%	-2%

An excerpt; the hit share may differ from the screen's.
